TRAIL sens C8 – caspase-8 TRAIL sensitization | NB7+C8 cells + TRAIL, ATPlite viability luminescence | inhibition (viability loss, TRAIL sensitization), % at 10 µM | hit rate 1% among 360,000 | AID 624354;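 active = compounds causing at least 50% loss of cell viability in the single-dose screen, relative to plate controls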
TWEAK Fn14 block – blocks TWEAK-Fn14 interaction in a reporter cell assay | TWEAK-stimulated Fn14 reporter cells, luciferase luminescence, 8 h | inhibition, % at 10 µM | hit rate 2% among 360,000 | AID 1159606; in the data active = inhibition above about 50%
KKLEB cytotox – CF airway cell cytotoxicity counter-screen | KKLEB CF airway cells viability, ATPlite luminescence, overnight; hits give low values; cells stimulated with P. aeruginosa culture filtrate | activity change (cytotoxicity), % at 5 µM | hit rate 0.36% among 360,000;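 active = corrected activity change at or below -50% at 5 µM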
SRC3 inh – inhibitors of human steroid receptor coactivator 3 (SRC3); HEK293 GAL4-SRC3 luciferase reporter, luminescence; hit rate 0.17% among 360,000; inhibition, % at 3.6 µM;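 active = inhibition above a per-campaign cutoff, the mean of all compounds plus 3 SD, cut at about 60% in these data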;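 also: 0% = DMSO-treated cells and 100% = gossypol-treated cells at 36 µM; higher means less SRC3-driven luciferase light from the GAL4 reporter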
Shn3 3UTR inh – inhibitors of Schnurri-3 3'UTR reporter in osteoblasts | Clone20 osteoblast Shn3 3'UTR firefly luciferase, 24 h | inhibition, % at 12.5 µM | hit rate 0.52% among 360,000 | AID 588674;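 active = mean inhibition of at least 75% with every replicate also reaching 75%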;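 also: 0% = median of neutral control wells and 100% = pilot-screen positive control compound; some compounds past the cut are filed as inactive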
TROY signal inh – inhibitors of TROY-dependent NF-kB signaling. Q293 LMP1-TROYcd NF-kB luciferase reporter, 4 h. hit rate 0.98% among 360,000. inhibition, % at 10 µM. AID 1347056;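 active = compounds whose plate-normalised and pattern-corrected inhibition of the luciferase reporter signal at the single screening dose is 50% or more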
EBV LMP1 NFkB – reduces LMP1-driven NF-kappaB luciferase signal; LMP1-induced NF-kappaB luciferase reporter cells, luminescence; inhibition, % at 12.5 µM; hit rate 0.69% among 350,000; AID 504558; in the data active = inhibition above about 41%;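 also: 0% = neutral control wells and 100% = reference inhibitor control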
NR5A2 inv ag – inverse agonists of human LRH-1 (NR5A2); inhibition, % at 3.6 µM; HEK293T StAR-luciferase reporter, LRH-1 transfected, 24 h; hit rate 0.13% among 360,000;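 active = inhibition above the mean inhibition of all tested compounds plus 3 SD, cut at about 73% in these data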;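 also: 0% = DMSO wells and 100% = reporter-only cells lacking LRH-1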
Target sequence (O00482 whole entry, looked up): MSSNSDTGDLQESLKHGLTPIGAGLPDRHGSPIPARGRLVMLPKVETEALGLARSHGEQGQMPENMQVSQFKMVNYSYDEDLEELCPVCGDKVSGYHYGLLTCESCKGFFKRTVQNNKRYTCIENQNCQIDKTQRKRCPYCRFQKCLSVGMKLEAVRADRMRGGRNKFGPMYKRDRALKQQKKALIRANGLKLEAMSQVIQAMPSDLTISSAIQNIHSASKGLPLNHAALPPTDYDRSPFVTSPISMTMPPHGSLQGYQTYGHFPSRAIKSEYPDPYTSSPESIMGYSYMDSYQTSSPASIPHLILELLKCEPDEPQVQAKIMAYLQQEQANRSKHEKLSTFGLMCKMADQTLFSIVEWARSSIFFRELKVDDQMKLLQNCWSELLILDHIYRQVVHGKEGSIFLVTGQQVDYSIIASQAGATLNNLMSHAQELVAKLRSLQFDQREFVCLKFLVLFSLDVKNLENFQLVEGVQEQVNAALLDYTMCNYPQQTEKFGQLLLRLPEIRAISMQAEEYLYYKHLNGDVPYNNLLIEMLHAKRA
SRC1 inh – human NCOA1 inhibition. HEK293 GAL4-SRC1 luciferase reporter, luminescence. inhibition, % at 3.6 µM. hit rate 0.12% among 360,000. AID 588354;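 active = inhibition above the campaign mean plus 3 SD, with each screening campaign given its own cutoff, cut at about 60% in these data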;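 also: 0% = DMSO treated cells and 100% = gossypol at 36 µM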
CF NFkB inh – cystic fibrosis NF-kB activation inhibition; AID 588850; hit rate 0.86% among 360,000; KKLEB NF-kB-GFP reporter, PAF-induced, GFP fluorescence overnight; inhibition, % at 5 µM;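 active = at least 50% inhibition at 5 µM, scaled per plate between neutral and stimulator controls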;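 also: PAF is a Pseudomonas aeruginosa culture filtrate used as stimulus; plate controls were PAF-stimulated DMSO wells for no effect and unstimulated DMSO wells for full effect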
COUP-TFII inh – inhibitors of human COUP-TFII (NR2F2); hit rate 0.7% among 370,000; AID 686940; P24468; inhibition, % at 8.6 µM; HEK293T NGFI-A luciferase reporter, luminescence;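 active = inhibition above a per-plate cutoff, mean inhibition of test wells between control levels plus 3 SD, cut at about 38% in these data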;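 also: cells cotransfected with COUP-TFII expression vector driving the NGFI-A reporter; 0% = median of COUP-TF2 test wells and 100% = reporter-only cells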
Target sequence (P24468 whole entry, looked up): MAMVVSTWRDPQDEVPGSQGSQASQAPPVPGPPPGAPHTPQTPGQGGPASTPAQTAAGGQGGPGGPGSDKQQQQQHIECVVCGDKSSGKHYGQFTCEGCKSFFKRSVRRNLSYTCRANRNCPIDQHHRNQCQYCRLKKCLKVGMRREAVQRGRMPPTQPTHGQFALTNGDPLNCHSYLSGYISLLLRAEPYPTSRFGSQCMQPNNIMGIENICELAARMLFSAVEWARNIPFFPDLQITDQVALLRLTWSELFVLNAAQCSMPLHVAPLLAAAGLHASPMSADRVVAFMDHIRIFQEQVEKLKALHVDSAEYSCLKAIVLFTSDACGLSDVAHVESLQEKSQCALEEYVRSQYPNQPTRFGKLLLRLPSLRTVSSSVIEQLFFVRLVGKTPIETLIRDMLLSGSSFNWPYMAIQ
An asterisk follows results filed as active; · = not tested or not shown; & = joins results of further samples.

SMILES	TRAIL sens C8	TWEAK Fn14 block	KKLEB cytotox	SRC3 inh	Shn3 3UTR inh	TROY signal inh	EBV LMP1 NFkB	NR5A2 inv ag	SRC1 inh	CF NFkB inh	COUP-TFII inh
CN(C)S(=O)(=O)c1cccc(NC(=O)COC(=O)CNC(=O)c2cccc([N+](=O)[O-])c2)c1	-9	-21	-3	6	·	2	-10	4	-19	1	-9
Cc1ccc(NS(=O)(=O)c2ccc(C)c(NC(=O)COc3ccc4ccccc4c3)c2)c(C)c1	-1	31	-2	1	33	37	-1	-2	-11	11	-10
Cc1ccccc1C(=O)NC(CC(C)C)C(=O)NCC(C)(C)N1CCOCC1 (stereo not drawn)	12	0	9	16	-15	-30	1	17	-4	-1	-5
CC1(C)SC2c3ccccc3C(=O)N2[C@@H]1C(=O)NCc1ccco1 (stereo partly drawn)	6	2	9	8	10	-31	1	-13	8	-3	-3
CC(OC(=O)CC(C)c1ccccc1)C(=O)Nc1ccc(Cl)cn1 (stereo not drawn)	-2	-13	-4	18	-13	-10	9	1	-8	-3	21
CC(C)(C)C(=O)c1cn(CC(=O)NCc2ccc3c(c2)OCO3)c2ccccc12	-5	-4	4	-19	-5	-29	-23	-1	-9	5	7
Cc1nc2nc(-c3ccc(Cl)cc3)[nH]n2c(=O)c1Cc1ccccc1	22	-28	2	-24	-22	-25	-15	-8	-16	10	-16
O=C(Nc1c(-c2ccccc2)nc2ncccn12)c1cc2ccccc2oc1=O	-8	11	-12	2	4	-9	6	-17	-2	-3	23
CCOC(=O)c1cccc(N2C(N)=NC(N)=NC2(C)C)c1	67*	0	7	5	9	7	-6	4	0	-8	5
C=CCOn1c(=O)c(-c2cc3ccccc3o2)[n+]([O-])c2ccccc21	7	-14	8	-45	-48	-6	-7	-67	-84	-24	-64
c1ccc2c(c1)Nc1ccncc1S2	0	55*	-4	35	-4	19	7	-3	-4	52*	38*
CC(=O)Nc1ccc(S(=O)(=O)N2CCN=C2C)cc1	13	-13	9	21	12	3	-10	6	-13	13	1

Two of these compounds, reformatted:
canonical_smiles | TRAIL sens C8 | TWEAK Fn14 block | KKLEB cytotox | SRC3 inh | Shn3 3UTR inh | TROY signal inh | EBV LMP1 NFkB | NR5A2 inv ag | SRC1 inh | CF NFkB inh | COUP-TFII inh
Cc1nc2nc(-c3ccc(Cl)cc3)[nH]n2c(=O)c1Cc1ccccc1 | 22 | -28 | 2 | -24 | -22 | -25 | -15 | -8 | -16 | 10 | -16
O=C(Nc1c(-c2ccccc2)nc2ncccn12)c1cc2ccccc2oc1=O | -8 | 11 | -12 | 2 | 4 | -9 | 6 | -17 | -2 | -3 | 23

Remaining list, next part:
SMILES	TRAIL sens C8	TWEAK Fn14 block	KKLEB cytotox	SRC3 inh	Shn3 3UTR inh	TROY signal inh	EBV LMP1 NFkB	NR5A2 inv ag	SRC1 inh	CF NFkB inh	COUP-TFII inh
Cc1ccc(S(=O)(=O)N(C)C)cc1NC(=S)N(CCC#N)Cc1cccnc1	3	-5	8	10	11	1	3	-2	-1	0	-10
O=C(Nc1cc(C(F)(F)F)ccc1Cl)c1ccncc1	7	8	3	14	15	10	9	-4	5	14	8
Cc1ccc(Cn2nnc3c(=O)n(CC(=O)NCc4ccco4)cnc32)cc1	10	4	8	6	9	11	-11	7	-12	10	1
CC1CCCC(NC(=O)COC(=O)c2ccc([N+](=O)[O-])s2)C1C (stereo not drawn)	-4	-6	4	18	6	-4	0	-2	-7	9	0
O=C(O)CCC(=O)Nc1ccccc1C(=O)NCCc1ccccc1	-1	-5	15	-56	-26	-38	-30	-78	-119	-2	-39
CCCn1cnc2scc(-c3ccc(C)c(C)c3)c2c1=O	8	27	-7	11	25	13	-9	4	2	20	10
O=C(NCCCNC(=O)c1ccc(Cl)cc1Cl)c1ccccn1	2	18	-8	4	-9	2	-1	-8	-5	10	3
CN(C)c1ccc(/C=C(\NC(=O)c2ccccc2)C(=O)N/N=C/c2ccc(C(=O)O)cc2)cc1	-12	-1	9	-4	-6	-1	-4	-11	13	-7	0
COc1ccccc1-n1c(C)nnc1SCC(=O)Nc1cc(C)cc(C)c1	-11	-2	12	2	-65	-3	2	0	5	-12	-10
O=C(NCc1ccccc1)c1cccc(OCC(=O)N2CCN(C(=O)c3ccco3)CC2)c1	-6	4	-4	6	-1	12	-3	11	-29	-10	-5
CCC1CCCCN1CCCNC(=O)COc1cc(=O)n(C)c2ccccc12 (stereo not drawn)	-17	-20	4	-3	-31	-16	1	-2	-15	-19	-14
COc1cc(NC(=O)c2ccc(C)cc2C)ccc1NC(=O)c1cccs1	8	-15	7	-27	-17	-43	-8	-18	-17	-20	-16
O=C(NCCCc1ccccc1)N1CCOCC1	-7	-8	-2	11	-18	-9	5	-14	-7	0	5
Cc1c(-c2ccccc2)[n+](=O)c(-c2ccc(Cl)cc2)c(C)n1[O-]	2	-11	-10	9	11	4	5	-23	-5	27	20
Cc1cc(CN(C)Cc2cn(C)nc2-c2ccc(Oc3ccccc3)cc2)on1	8	9	-13	15	·	25	7	11	-1	-9	11
O=C(CNS(=O)(=O)/C=C/c1ccccc1)OCC(=O)N1CCC(Cc2ccccc2)CC1	-9	-11	-3	12	-2	24	3	15	-12	14	3
O=C(Cn1cnc2cc(Cl)ccc2c1=O)Nc1ccc2c(c1)OCO2	-14	-8	4	8	-17	-3	5	12	-11	1	-6
O=C(CSCc1ccc(F)cc1)NCc1cccs1	-1	27	-1	-22	-53	-28	-13	-19	13	7	15
Cn1ncc(Br)c1C(=O)N/N=C/c1ccc(OS(=O)(=O)c2ccccc2)cc1	-7	0	-19	-22	4	13	0	-6	-24	12	-7
COC(=O)c1ccc(C(=O)OC)c(NS(=O)(=O)c2ccc(NC(C)=O)cc2)c1	-16	-3	8	7	-13	-13	6	-4	-8	-8	-21
COc1ccc(NC(=O)CCSc2ccc3ccccc3n2)cc1	1	-23	-4	4	-46	-11	-15	-5	-4	-12	-2
CN(C(=O)C1CCCN(S(=O)(=O)c2cccc([N+](=O)[O-])c2)C1)C1CCS(=O)(=O)C1 (stereo not drawn)	-4	0	6	17	-49	1	34	-16	0	5	1
CCCOc1ccc(/C(O)=C2/C(=O)C(=O)N(c3cc(C)on3)C2c2ccc(C(=O)OC)cc2)cc1 (stereo not drawn)	-3	-15	-5	22	2	-34	9	-13	-5	10	1
CCOc1ccc(S(=O)(=O)NC(Cc2c[nH]c3ccccc23)C(=O)O)cc1 (stereo not drawn)	9	12	17	-24	-13	-3	1	-4	10	-12	20
CCC(=O)OCCNc1nc(-c2ccccc2)nc2ccccc12	-4	10	2	10	-3	8	1	19	-18	-13	11
O=C(O)c1cc(-c2cccs2)nn1-c1ccc(F)cc1	-1	-4	8	3	-13	10	-7	7	-7	19	-8
CC#CCN1C=C(C(=O)OCC)C(C)N(Cc2ccc(Br)cc2)S1(=O)=O (stereo not drawn)	-28	2	-6	15	11	0	1	-11	-3	20	1
c1cncc(CNc2nc(-c3cccnc3)nc3ccccc23)c1	-12	-8	-2	-5	5	-4	1	27	12	-10	-13
O=C(Nc1nccs1)C1CC(=O)N(CCc2ccccc2)C1 (stereo not drawn)	-21	-2	0	3	-12	-9	-11	3	-30	13	13
CC(=O)c1ccc(NC(=O)C(C)OC(=O)/C=C/c2ccco2)cc1 (stereo not drawn)	4	7	-1	-9	88*	-3	-3	-3	-2	-6	-10
CC(=O)c1c(N2CCCC2)nc(=S)n(-c2ccccc2)c1C	8	-5	-3	7	-8	13	-1	8	-8	10	-7
COc1ccc(S(=O)(=O)N2CCN(C3CCCCCCC3)CC2)cc1	2&13	-17&1	-4&-8	10&6	19&17	-6&-5	-8&-6	-3&-9	-3&-4	1&18	-1&18
C/C(=N\NS(=O)(=O)c1ccc(C)cc1)c1ccc(C)s1	-16	3	-2	-6	2	-21	-1	-14	-6	3	2
COc1ccc(S(=O)(=O)N(Cc2cc3ccc(OC)cc3[nH]c2=O)CC2COCCO2)cc1 (stereo not drawn)	3	3	-1	12	-1	-35	5	-9	2	4	3
CCN(CC)c1ccc(C=C(c2nnnn2-c2ccc(C)cc2)c2nnnn2-c2ccc(C)cc2)cc1	0	5	-17	4	15	-11	2	-11	-5	4	8
Cc1ccccc1NC(=O)CN1C(=O)N/C(=C\c2ccccc2OCc2ccc(C(=O)O)cc2)C1=O	-24	5	-10	-19	-3	-3	-6	-15	-19	-4	-4
O=C(COC(=O)c1cccc(S(=O)(=O)N2CCOCC2)c1)Nc1ccc(Cl)cn1	-3	9	-2	9	1	3	-6	-1	4	5	6
O=C(O)/C(=C\c1ccc(Cl)cc1)c1ccc(F)cc1	-11	25	7	6	11	-20	2	-7	-16	10	9
COc1ccc(-c2cc(C(F)(F)F)n3nc(C(=O)N4CCCCC4)cc3n2)cc1OC	-6	-12	-8	16	33	3	2	4	-14	33	3
CC(C)C[C@H]1CN(CCCC[C@H]2CNC(=O)C(=O)N2CC2CCCCC2)C(=O)C(=O)N1CC1CCCCC1	-19	4	·	·	·	-2	·	-24	·	·	-6
COCCn1c(SCC(=O)Nc2cc(C)cc(C)c2)nc2ccccc2c1=O	-3	12	0	1	14	-11	2	4	-1	13	-6
Cc1cccn2c(=O)c3cc(C#N)c(=NC(=O)c4ccccc4)n(Cc4ccco4)c3nc12	10&12	-8&-16	5&17	-10&-4	-14&2	0&-8	-11&8	-23&-4	-17&-11	-71&-39	-5
O=C(Nc1ccc(Br)cc1)c1cccc(S(=O)(=O)Nc2cnc3ccccc3c2)c1	20	51*	2	12	35	43	12	-1	10	-14	22
O=c1cc(CN2CCN(S(=O)(=O)/C=C/c3ccccc3)CC2)c2ccc(O)cc2o1	16	12	-16	3	7	23	5	-19	-5	24	11
CC1=NN(C(=O)c2ccc(C)cc2)C(O)(C(F)(F)OC(F)(F)F)C1 (stereo not drawn)	3	-23	-9	-13	-18	-32	-3	-48	-27	1	-19
COc1ccc(-c2nnc3ccc(SCC(=O)N4CCCCCC4)nn23)cc1OC	-7	-4	-7	-14	7	-7	5	9	6	25	-2
COc1cccc(N2[C@@H](CC(C)=O)c3ccccc3S2(=O)=O)c1	-5	0	0	-11	-31	11	-5	9	-2	4	-5
CC(NC(=O)C(=O)N1CCCCC1)C(c1cccs1)N1CCN(Cc2ccccc2)CC1 (stereo not drawn)	-13	-2	7	1	-7	-1	-5	-5	5	17	-11
Cc1cc(C(=O)NC2CC2)c2ccccc2n1	37	-2	2	16	-8	-7	0	-10	-32	-4	-10
CCOC(=O)N(Cc1ccccc1)C1CC1	0	11	3	-6	0	4	-1	-9	-22	4	4
O=C(COC(=O)CCNS(=O)(=O)c1cccs1)Nc1ccccc1	-2	-1	-29	23	0	-2	3	-12	-24	29	15
Nc1c(S(=O)(=O)c2ccccc2)c2nc3ccccc3nc2n1/N=C/c1ccco1	-18	25	-6	13	15	-5	-22	2	5	-13	8
CC(C)[C@H](NC(=O)OCc1ccccc1)C(=O)OCC(=O)NCc1ccco1	1	1	8	1	-20	-21	·	9	-1	-16	1
O=C(NNC(=O)c1ccccc1C(=O)O)c1ccc(S(=O)(=O)N2CCCCC2)cc1	-15	23	5	3	5	21	11	13	-2	-9	5
CCNC(=O)C1CCCN(C(=O)c2c(-c3ccccc3)noc2C)CC1 (stereo not drawn)	-10	7	7	-46	-15	-6	·	3	1	6	-6
COC(=O)c1ccc(NC(=O)COc2ccc(N(C)S(=O)(=O)c3ccc(C)cc3)cc2)cc1	30	27	-11	2	26	26	-4	12	-5	6	0

A portion of the library (hit frequency here may not be typical).
